Bioassay records: PubChem, several laboratories
DSG3 Ab inh – inhibitors of pemphigus antibody binding to DSG3, primary screen, biochemical, bead-based, flow cytometry, scFv-GFP | DSG3-coupled beads, scFv-anti-DSG3-GFP binding; hits give low values | Desmoglein-3 (Homo sapiens), P32926 | binding (percent of control), % at 10 µM | 310,000 compounds, 0.48% hits;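 active = binding more than 3 SD below its plate's average and above zero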;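 note: hits lower antibody fragment binding to DSG3; some compounds called inactive have numbers as strong as hits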
Wnt bcat act – Wnt/beta-catenin pathway activators, primary screen, cell-based, plate reader, single point | Wnt/beta-catenin reporter cell assay, activator | activation, % at 9.35 µM | 300,000 compounds, 1.2% hits | AID 743398, 2014; in the data active = activation above about 30%, passing the limit was not always enough;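 note: 0% = neutral control wells and 100% = positive control wells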
C-LANA FP – inhibitors of KSHV C-LANA binding to DNA, primary screen, biochemical, fluorescence polarization, FAM-LBS DNA, MBP-C-LANA, single point; Kaposi's sarcoma herpesvirus LANA C-terminal domain (residues 932-1162) DNA binding; inhibition, % at 9 µM; 340,000 compounds, 0.078% hits;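 active = highest replicate inhibition at or above 60% at 9 µM, even if other replicates fall short; inactive = all replicates below 60% inhibition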;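 note: 0% = neutral control wells and 100% = 4 µM acridine orange control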
RTF Ca sens inh – cardiac RTF calcium sensitivity inhibitors, primary screen, biochemical, IANBD-TnC fluorescence, EC70 calcium; 340,000 compounds, 0.12% hits; inhibition, % at 7.15 µM; IANBD-labeled cardiac RTF, Ca2+ fluorescence; Troponin I, cardiac muscle (Homo sapiens) + Troponin T, cardiac muscle (Homo sapiens) + …; AID 493244, 2011;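 active = inhibition above the mean inhibition of all tested compounds plus 3 SD, cut at about 17% in these data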;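 note: assay run at fixed EC70 calcium of 1.6 mM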
cardiac RTF act – cardiac RTF calcium sensitivity activators, primary screen, biochemical, IANBD-TnC fluorescence, EC20 calcium; IANBD-labeled TnC RTF fluorescence at EC20 calcium; 0% EC20 calcium, 100% full calcium; 340,000 compounds, 0.24% hits; AID 493008, 2010; activation, % at 7.2 µM; Troponin I, cardiac muscle (Homo sapiens) + Troponin T, cardiac muscle (Homo sapiens) + …;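 active = activation above the mean over all tested compounds plus 3 SD, cut at about 30% in these data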;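 note: rise in fluorescence read as greater calcium sensitivity of cardiac thin filaments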
Keap1-Nrf2 PPI – Keap1-Nrf2 protein-protein interaction inhibitors, primary screen, biochemical, fluorescence polarization, single point | Kelch-like ECH-associated protein 1 (Homo sapiens), Q14145 | Keap1 Kelch-Nrf2 peptide fluorescence polarization, 1536-well | inhibition, % at 9.4 µM | 340,000 compounds, 0.15% hits | AID 504523, 2011; in the data active = inhibition above about 12%;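 note: human Keap1 Kelch domain with fluorescein labeled Nrf2 9mer peptide probe; 0% = neutral control wells and 100% = peptide positive control; higher means more block of Keap1 binding to Nrf2 peptide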
Arr AP2 block – inhibitors of beta-arrestin/AP2 binding, primary screen, biochemical, GPCR trafficking, flow cytometry; inhibition, % at 10 µM; FITC-arrestin peptide / GST-AP2 beads; AP2 beta2 appendage carries R879A mutation; beta-arrestin 1 C-terminal peptide binding to AP2 beta2-adaptin appendage (human); 340,000 compounds, 0.31% hits;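 active = inhibition above a set limit, near 3 SD of compounds lacking own fluorescence, cut at about 54% in these data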;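 note: plate controls were DMSO wells for no effect and 5 µM unlabelled arrestin peptide for full effect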
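Test system: GST-tagged AP2 beta2-adaptin appendage (R879A) on 4 µm glutathione beads; also added: fluorescein-tagged arrestin peptide at 50 nM final; timing: 12 min plus 1 h, RT; signal: flow cytometry, FL1 (488/535 nm); read-out: percent drop in bead-associated FITC signal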
OPRM1-OPRD1 inv – inverse agonists of MOR-DOR heterodimerization, primary screen, cell-based, luminescence; Mu-type opioid receptor (Homo sapiens) + Delta-type opioid receptor (Homo sapiens), …; cell-based MOR-DOR heterodimer luminescence, inverse agonism; inhibition, % at 9.3 µM; 340,000 compounds, 0.21% hits; in the data active = inhibition above about 22%, passing the limit was not always enough;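 note: 0% = cells with DMSO and 100% = wells without cells with DMSO; values of inactives mirror those of a sister screen read the other way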
Target sequence (P35372 whole entry, looked up): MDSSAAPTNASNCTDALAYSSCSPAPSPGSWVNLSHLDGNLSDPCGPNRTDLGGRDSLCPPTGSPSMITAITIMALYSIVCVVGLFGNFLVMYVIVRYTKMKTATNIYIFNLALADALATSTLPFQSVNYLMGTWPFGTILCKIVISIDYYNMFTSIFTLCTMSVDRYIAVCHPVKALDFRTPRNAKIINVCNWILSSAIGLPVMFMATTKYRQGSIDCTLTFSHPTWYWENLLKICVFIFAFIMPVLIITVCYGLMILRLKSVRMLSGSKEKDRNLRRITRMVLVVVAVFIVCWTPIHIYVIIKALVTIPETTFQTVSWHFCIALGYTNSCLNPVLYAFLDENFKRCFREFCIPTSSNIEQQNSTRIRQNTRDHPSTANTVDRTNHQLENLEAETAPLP
Target sequence (P41143 whole entry, looked up): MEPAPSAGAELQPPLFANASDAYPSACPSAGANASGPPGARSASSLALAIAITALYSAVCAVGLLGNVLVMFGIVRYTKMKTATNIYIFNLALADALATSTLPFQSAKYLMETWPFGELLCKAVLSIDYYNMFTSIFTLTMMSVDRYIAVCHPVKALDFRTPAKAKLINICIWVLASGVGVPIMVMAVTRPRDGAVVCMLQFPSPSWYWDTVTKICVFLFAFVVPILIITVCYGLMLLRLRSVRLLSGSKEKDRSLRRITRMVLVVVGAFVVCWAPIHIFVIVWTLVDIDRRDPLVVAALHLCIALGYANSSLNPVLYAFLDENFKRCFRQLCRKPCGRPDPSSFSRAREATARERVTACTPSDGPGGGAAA
V-ATPase pH – regulators of yeast V-ATPase proton pumping, primary screen, pHLuorin cytosolic pH fluorescence. 350,000 compounds, 0.37% hits. S. cerevisiae. AID 504577, 2011. response, % at 10 µM; in the data active = response mostly above about 7.3%, no sharp cut-off; inactive = mostly below about 5.4%; note: actives read high; inactives centre near 0; some compounds called inactive have numbers as strong as hits; reference of the scale not given here
MOR-DOR ag – agonists of OPRM1-OPRD1 heterodimerization, primary screen, cell-based, luminescence | Mu-type opioid receptor (Homo sapiens) + Delta-type opioid receptor (Homo sapiens), … | cells | activation, % at 9.3 µM | 340,000 compounds, 0.3% hits | AID 504326, 2011; in the data active = activation above about 18%;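 note: 0% = vehicle-treated cells and 100% = reference agonist; values of inactives mirror those of a sister screen read the other way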
Numbers without * were called inactive; . = no result given.

Below each SMILES: DSG3 Ab inh, Wnt bcat act, C-LANA FP, RTF Ca sens inh, cardiac RTF act, Keap1-Nrf2 PPI, Arr AP2 block, OPRM1-OPRD1 inv, V-ATPase pH, MOR-DOR ag
CC(C)(CNC(=O)c1ccc(S(=O)(=O)Nc2ccccc2F)cc1)N1CCOCC1
→ 118, -5, 0.3, 1, -1, -3, -24, -6, -4, 1.2
CCOC(=O)Nc1ccc(S(=O)(=O)Nc2cc(C)nc(C)n2)cc1
→ 110, ., 0.2, -5, 2, -2, 15, 19, 0, -4.1
Cc1cc(C(=O)COC(=O)c2ccc(O)cc2O)c(C)n1-c1ccccc1
→ 102, 20, 0.7, -8, 4, -4, 4, -47, -1, 12
COc1cc2c(cc1NC(=O)C(C)NCc1ccccc1)oc1ccccc12 (centres undefined)
→ 95, ., 0.9, 8, 3, -6, 10, -8, 7, 1.5
O=C(C(=O)N(Cc1ccccc1)Cc1ccccc1)c1c(-c2ccccc2)[nH]c2ccccc12
→ 101, -2, 0.4, -12, -1, 4, 0, -26, 0, 5.6
CCOC(=O)CSC1=C(C#N)C(=O)NC2(CCCCC2)S1
→ 96, ., 1.5, -8, -4, 2, -1, 10, -1, -2.3
Cc1occc1C(=O)N1CCN(S(=O)(=O)c2ccccc2)CC1
→ 113, 1, -0.7, -3, 1, 1, 6, 9, -2, -1.6
Cn1c(=O)[nH]c(=O)c2c1nc(CN1CCN(c3ccc(F)cc3)CC1)n2CCCc1ccccc1
→ 93, ., -0.6, 3, -2, 2, 5, 5, 1, -1.0
COc1cc(/C=N/NC(=O)CCC(=O)NCc2ccccc2)cc(OC)c1OC
→ 104, 1, 2.0, -19, 3, -3, 8, 9, -1, -1.7
Cc1ccc(OC(=O)CCN2C(=O)c3ccccc3C2=O)cc1C
→ 97, -2, 0.8, -7, -1, 5, -16, 8, -3, -1.5
COc1ccc(NC(=O)C2(c3ccc(NC(=O)c4ccc(OC)c(OC)c4)cc3)CCCC2)cc1
→ 99, ., -0.6, -6, 1, 3, -8, -9, 6, 1.7
CCOC(=O)c1c(C)oc2ccc(NS(=O)(=O)c3ccc(C(=O)O)cc3)cc12
→ 103, 0, 0.8, 5, -2, 3, 37, 12, -1, -2.1
CC[C@H](C)[C@@H](C(=O)NCCCCCCCCCCC(=O)N1CCNCC1)n1cc(CCCCCN)nn1
→ 109, 1, -0.5, -7, 4, 3, 2, 10, 7, -1.7
COc1ccc2[nH]c(=O)c(CN(C(=O)c3cccnc3)c3ccccc3C)cc2c1
→ 102, 0, 0.8, 10, -5, -5, -9, 17, 0, -3.1
O=C(Nc1ccccc1N1CCOCC1)c1ccco1
→ 117, 0, -0.1, -1, -3, 2, 15, -4, 1, 0.6
O=C(O)c1c[nH]c2ccc([N+](=O)[O-])cc2c1=O
→ 89, -2, 1.6, -7, 2, -5, -8, 2, 1, -0.4
CC(C)NC(=O)c1ccccc1NC(=O)Cc1ccc(Cl)cc1
→ 92, ., -0.2, -17, 0, -1, 4, -14, 3, 2.2
Cc1c(Cl)cccc1NC(=O)CC1Oc2ccccc2NC1=O (centres undefined)
→ 88, 0, -2.9, -10, -1, -4, 4, 14, 1, -2.8
COc1ccccc1CC(=O)Nc1cccc2ccccc12
→ 115, -1, -4.2, -7, 1, -1, 2, 12, 2, -2.4
CCN(CC(=O)Nc1ccccc1C(F)(F)F)C(=O)/C=C/c1ccc(Cl)c([N+](=O)[O-])c1
→ 97, 0, 0.0, -6, -8, -2, -1, 13, -3, -2.4
O=C(c1ccc(Cl)c(Cl)c1)c1cc(-c2ccccn2)c(N2CCOCC2)s1
→ 93, ., 1.8, 2, 4, -14, 19, 9, 2, -1.7
COc1cc(OC)c(-c2cc(C(=O)O)ccc2OC)c(OC)c1
→ 104, 0, 0.3, -8, 4, -6, 6, 13, 3, -2.4
Cc1ccc(C(=O)Oc2ccccc2N2C(=O)C3CCC(C)CC3C2=O)cc1 (centres undefined)
→ 101, ., 0.2, 3, 3, -4, -5, -3, -4, 0.6
Cc1cc(NC(=O)CCC(=O)N(Cc2ccccc2)C2(C(=O)NC3CCCCC3)CCCC2)no1
→ 94, ., -0.5, -3, 0, -2, 4, 3, -1, -0.5
CCC(=O)c1ccc(OCC(O)CN2CCN(S(=O)(=O)c3ccc(NC(C)=O)cc3)CC2)cc1 (centres undefined)
→ 98, -2, -1.3, -3, 2, -2, 1, 11, -3, -2.2
COc1ccc(C(=O)O/N=C(\N)c2ccc(Cl)cc2)cc1
→ 103, 37*, -1.3, -3, -1, 1, 30, -15, -1, 3.4
CCNC(=O)CC1S/C(=N/N=C(\C)c2ccccc2)NC1=O (centres undefined)
→ 109, -4, 0.2, 11, -9, 1, 5, 11, -2, -1.5
O=C(CSc1n[nH]c(-c2cccnc2)n1)OC1CCCCC1
→ 103, 4, -2.0, -10, 2, -1, -11, 12, -1, -2.3
COc1ccc(C(=O)N2CCCC(CCC(=O)N3CCN(c4ccccn4)CC3)C2)cc1 (centres undefined)
→ ., 2, 4.7, 6, -5, -1, -15, 11, -2, -2.1
CCOC(=O)N1CCN(CCCc2ccccc2)CC1
→ 122, 0, 0.0, 1, -4, 4, 45, -1, -6, 0.3
CCOC(=O)c1c(C)[nH]c(C(=O)N/N=C/c2ccc(Br)cc2)c1C
→ ., -14, 0.8, 2, -5, 5, -3, 1, 1, -0.3
Clc1ccc(C(c2ccccc2)N2CCNCC2)cc1 (centres undefined)
→ 94, ., -1.3, -7, -3, 1, 3, 10, 4, -1.9
Cc1ccc(CN2C(=O)CCC2C(=O)NCCN(CC(C)C)CC(C)C)cc1 (centres undefined)
→ 107, ., 2.1, -13, -2, -1, 9, -8, -5, 1.4
COc1cccc2sc3cc(NCc4ccc(C)o4)ccc3c(=O)c12
→ 103, 7, 2.1, -11, -2, -1, 4, -8, -4, 1.5
Cc1cccc(N(C)S(=O)(=O)c2cccc3nsnc23)c1
→ 101, -3, 0.5, 2, 1, 1, 23, 12, -5, -2.0
O=C(Nc1cccc(F)c1)c1ccc(S(=O)(=O)N2CCCCC2)cc1
→ 103, 12, -1.2, -9, 2, -7, 5, -18, -4, 3.4
CCn1c(=S)[nH]c2sc3c(c2c1=O)CCCC3
→ 114, 1, -0.5, -4, -1, 1, 19, 7, -1, -1.3
COCCN(C(=O)COC(=O)CCc1ccc(OC)cc1)c1c(N)n(Cc2ccccc2)c(=O)[nH]c1=O
→ 94, -2, -1.5, -5, -6, -5, -4, 14, -2, -2.5
COc1ccc(NC(=O)COc2ccccc2)c(OC)c1
→ 109, -3, 0.5, -4, 6, -4, -5, 8, 2, -1.6
CCCCOc1ccc(C(O)C(CN2CCCCC2)c2ccccc2)cc1 (centres undefined)
→ 103, -2, -0.1, 6, -3, -5, -5, -12, 5, 2.2
COc1ccc(CC(=O)Nc2ccc(S(=O)(=O)N3CCOCC3)cc2)cc1
→ 109, -1, 0.4, -2, -3, -1, 0, 14, -2, -3.5
COc1cc(C2Nc3cc(Cl)c(S(N)(=O)=O)cc3S(=O)(=O)N2)ccc1OCc1ccccc1 (centres undefined)
→ 91, -3, 4.9, 0, -1, -3, -8, 7, -2, -1.2
Cc1sc2nc(CN3CCOCC3)nc(NS(=O)(=O)c3cc(Cl)ccc3Cl)c2c1C
→ 101, 0, -0.9, 4, -1, -1, -4, 5, 6, -1.2
N=C1C(=O)OCC1c1ccccc1NC(=O)CN1CCOCC1 (centres undefined)
→ 115, ., -1.6, 2, -6, -2, 22, 15, -1, -2.8
Cc1ccc(Sc2ncccc2O)cc1
→ ., 69*, -2.8, -2, 3, -5, 19, 3, -2, -0.5
Cn1cccc1C1NC(=O)c2c(sc3c2CCC(C(C)(C)C)C3)N1 (centres undefined)
→ 81, -5, -0.3, 11, -1, -4, 11, 12, 2, -2.3
O=C(N1CCN(CCO)CC1)N1c2ccccc2C=Cc2ccccc21
→ 105, ., -1.1, -11, -4, -3, -13, -1, 2, 0.3
CCOC(=O)c1cc2sccc2n1CC(=O)N1CCCc2ccccc21
→ 116, -3, 1.1, -8, 9, -4, 16, -27, 4, 5.8
N#Cc1c(SCc2c(Cl)cccc2Cl)nc(N)[nH]c1=S
→ 100, -1, -1.7, -3, -11, 0, -14, -5, -1, 0.9
CC(NC(=O)COc1ccc([N+](=O)[O-])cc1)c1ccccc1 (centres undefined)
→ 99, ., -0.9, -14, 2, -2, 0, 0, -4, 0.0
COc1ccccc1NC(=O)C(C)OC(=O)CSCC(=O)Nc1ccc(C)cc1C (centres undefined)
→ 115, 18, -0.2, -4, 0, 0, -10, 13, 0, -3.2
Cc1c(Cl)cccc1NC(=O)NNC(=O)CCc1ccccc1
→ 109, 0, -0.1, 3, -1, 4, -5, 8, 5, -2.0
COc1ccc(N2C(=O)C(Cl)=C(N3CCN(Cc4ccccc4)CC3)C2=O)cc1
→ 106, 1, -0.5, 0, -3, -2, -6, 1, -2, -0.2
O=C(CCCSc1ccccc1)Nc1cccc(CO)c1
→ 94, 1, 0.6, -14, 4, 4, -5, 7, 1, -1.1
COc1cc2ccccc2cc1C(=O)Nc1ccc(N2CCN(C(=O)C(C)C)CC2)cc1
→ ., 14, 0.2, 3, 3, -2, 1, 3, 3, -0.6
O=[N+]([O-])c1ccccc1S(=O)(=O)N1CCN(c2ccc(F)cc2)CC1
→ 95, -1, 1.0, -2, 0, -5, -15, 15, -4, -3.2
CCN(CC)S(=O)(=O)c1cccc(NC(=O)c2cc(=O)[nH]c3ccccc23)c1
→ 125, 6, -1.0, 7, 9, -1, 18, -5, 0, 0.9
O=C(O)C1CC=C(Cl)CC1C(=O)NCC1OCCc2ccccc21 (centres undefined)
→ 103, -2, 0.0, 8, 1, -4, 8, 3, 2, -0.6
O=C(O)c1ccc(-n2ncc3c2/C(=C\c2cccc([N+](=O)[O-])c2)CC3)cc1
→ 34*, 2, -0.5, -1, -2, -5, 9, 4, 6, -0.8
COc1cccc(-n2nc3c(=S)[nH]nc(C)c3c2C)c1
→ 121, ., 3.6, -4, 8, -1, 85*, 11, 3, -2.3
CN(CCOc1ccc(Cl)cc1)C(=O)c1ccc(S(=O)(=O)N2CCOCC2)cc1
→ 93, -3, 1.0, -13, -6, 1, 13, 4, 0, -0.8
COc1ccc(CN2CC[C@@H](N3CCOCC3)[C@H](O)C2)cc1F
→ 100, 2, 2.7, -2, 3, 0, 7, 22, 2, -4.8
O=C(Nc1ccccc1)c1ccncc1
→ ., -1, -2.8, -8, -1, -5, 2, -4, 2, 0.6
